Screening results (PubChem)
PNC assembly inh – inhibitors of perinucleolar compartment assembly. activity change (PNC), negative = inhibition, % at 10 µM. hit rate 3.1% among 140,000. PC3M PTB-GFP, PNC prevalence imaging, 16 h; active compounds read low;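 active = readout at or below -70, meaning at least 70% loss of cells showing the perinucleolar compartment, a nuclear body marking cancer cells; inconclusive = readout between -30 and a set limit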;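 note: plate controls were DMSO wells for no effect and camptothecin positive control wells for full effect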
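Compounds are pinned in duplicate onto adhered PC3M cells stably expressing GFP-tagged PTB and incubated 16 h at 37 C. Cells are then fixed, nuclei stained with Hoechst, and PNC-positive cells counted.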
ALOX15B inhib – inhibitors of human 15-lipoxygenase 2 (ALOX15B) | O15296 | purified 15hLO-2, xylenol orange hydroperoxide absorbance | Potency, µM (titrated, usually from 57.1 µM), for the others: at the highest dose activity change, negative = inhibition, usual class: inhibitors | hit rate 0.56% among 110,000 | AID 881; note: potency is the fitted concentration of half-maximal effect; nearly all actives have a fitted effect of over 60% in size; many of its hits are not listed in these tables
Target sequence (O15296 whole entry, looked up): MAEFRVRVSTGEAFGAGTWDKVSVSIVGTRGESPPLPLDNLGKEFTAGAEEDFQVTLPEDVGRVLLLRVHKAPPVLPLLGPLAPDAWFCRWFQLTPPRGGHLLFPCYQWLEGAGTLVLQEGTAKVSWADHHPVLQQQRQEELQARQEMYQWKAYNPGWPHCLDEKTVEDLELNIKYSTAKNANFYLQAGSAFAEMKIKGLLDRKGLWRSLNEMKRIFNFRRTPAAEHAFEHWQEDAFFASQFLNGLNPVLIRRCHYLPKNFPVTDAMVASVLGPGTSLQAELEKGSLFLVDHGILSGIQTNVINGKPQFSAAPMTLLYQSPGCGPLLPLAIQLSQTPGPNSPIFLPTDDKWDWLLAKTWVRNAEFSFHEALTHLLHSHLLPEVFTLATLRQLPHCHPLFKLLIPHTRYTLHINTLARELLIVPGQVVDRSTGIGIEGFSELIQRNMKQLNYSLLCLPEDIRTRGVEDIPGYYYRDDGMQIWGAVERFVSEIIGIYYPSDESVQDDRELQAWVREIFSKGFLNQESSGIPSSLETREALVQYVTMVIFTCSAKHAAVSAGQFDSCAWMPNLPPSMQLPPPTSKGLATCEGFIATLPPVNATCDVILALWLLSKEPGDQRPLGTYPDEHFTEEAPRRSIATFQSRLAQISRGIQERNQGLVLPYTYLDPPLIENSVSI
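Enzyme 50 nM, AA 45 uM, 25 mM Hepes pH 7.5 + 0.01% Triton X-100; cpd preinc 15 min RT, rxn 90 min RT; stop/detect with 200 uM XO + 300 uM Fe(II) in 50 mM H2SO4, 30 min; A573/A405.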
IMPase inh – membrane-permeable compound that blocks inositol monophosphatase. P97697. CHO-M1 cells, IP1 accumulation, HTRF TR-FRET ratio. inhibition (IP1 accumulation), % at 46.1 µM. 120,000 tested, under 10 active; active = well fitted curve in the direction sought with a large enough effect in the signal ratio, not every such curve was filed as active; inconclusive = small, poorly fitted or top-dose-only effect, or a change in a side signal; inactive = no such curve, though single readings can be large or run the other way; the % refers to the signal ratio;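 note: cells stimulated with carbachol in lithium chloride buffer; plate controls were DMSO basal wells for no effect and reference inhibitor wells for full effect; higher means more IMPase inhibition seen as more IP1 and lower FRET ratio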
Target sequence (P97697 whole entry, looked up): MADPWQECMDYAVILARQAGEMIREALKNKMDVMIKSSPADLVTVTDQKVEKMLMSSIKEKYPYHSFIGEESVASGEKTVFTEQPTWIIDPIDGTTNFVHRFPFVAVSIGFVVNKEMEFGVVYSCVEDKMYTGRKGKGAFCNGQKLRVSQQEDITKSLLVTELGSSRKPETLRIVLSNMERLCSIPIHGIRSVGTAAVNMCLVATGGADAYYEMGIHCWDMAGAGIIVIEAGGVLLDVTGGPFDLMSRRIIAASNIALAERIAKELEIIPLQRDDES
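Elevated IP1 in lysates lowers TR-FRET signal (665/620 ratio and 620 channel reported). Cells were CHO-M1, given carbachol (50 uM as added) plus 50mM LiCl, pH 7.4, 30 min, 37C; compounds titrated up to 46 uM; AC50 by Hill equation.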
12-hLO inh – blocks human 12-lipoxygenase activity | P18054 | AID 1452 | purified 12-hLO, xylenol orange hydroperoxide absorbance | hit rate 0.12% among 150,000 | Potency, µM (titrated, usually from 57.1 µM), without a hit: at the highest dose activity change, negative = inhibition, usual class: inhibitors; note: potency is the fitted concentration of half-maximal effect; nearly all actives have a fitted effect of over 55% in size; many of its hits are not listed in these tables
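Purified human 12hLO (150 nM final) was preincubated with compounds for 15 min at room temperature in 25 mM Hepes pH 7.0, 0.01% Triton X-100, then reacted with 40 uM arachidonic acid for 30 min. Hydroperoxide was detected with ferrous iron/xylenol orange.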
The depositor's hits bear a star; ? = inconclusive; nt = not tested or not shown; & = joins results of further samples; [ ] = remark or other dose. Unless noted, calls come from the whole dose curve; as a rule, active = well fitted curve in the direction sought with a large enough effect; inconclusive = small, poorly fitted or top-dose-only effect, or another doubt; inactive = no such curve, though single readings can be large; an effect the other way counts as inactive or inconclusive. Unless noted, % is set by controls: 0 for no effect and ±100 for the full control effect.

Values in the order: PNC assembly inh	ALOX15B inhib	IMPase inh	12-hLO inh
1. Cc1occc1-c1n[nH]c(=S)n1-c1ccccc1
    -26	nt	nt	1%
2. CCn1ccc(C(=O)Oc2ccc(Cl)cc2)n1
    59	-2%	4	-8%
3. COc1ccc(C(=O)N(Cc2ccco2)Cc2cccs2)c(O)c1
    ?	-16%	4	-12%
4. O=C(COC(=O)c1ccccc1NS(=O)(=O)c1ccc(Cl)cc1)NCc1ccccc1
    9	nt	nt	0%
5. O=C(NC(c1ccccc1)c1cc(Cl)c2cccnc2c1O)c1cccnc1 (stereo not drawn)
    -7	nt	nt	4%
6. COc1ccc(NC(=O)C2CCCO2)cc1OC (stereo not drawn)
    ?	-4%	-2	1%
7. C1=CC2CC1CC2CN1CCN(c2ccccc2)CC1 (stereo not drawn)
    -81*	1%	4	-3%
8. Cn1cccc1C(=O)N1CCC2(CCCN(C(=O)Nc3cccc(F)c3)C2)CC1
    nt	4%	nt	4%
9. O=C(Nc1ccc(Cn2cccn2)cc1)c1ccc(COc2ccc(Br)cc2)cc1
    ?	1%	-1	7%
10. CCOc1ccc(C(=O)NCC(=O)OCC(=O)N2CCCCC2)cc1
    32	-3%	-3	-1%
11. O=C(c1cccc(C(=O)N2CCN(c3ccccc3)CC2)c1)N1CCN(c2ccccc2)CC1
    1	-1%	2	-3%
12. CC1(C)C(OC(=O)CCC(=O)O)CC[C@]2(C)C1CC[C@@]1(C)C2C(=O)C=C2[C@@H]3C[C@@](C)(C(=O)O)CC[C@]3(C)CCC21C (stereo partly drawn)
    nt	2%	nt	-3%
13. C/C=C/Cn1c(SCc2ccc(Cl)cc2)nc2c1c(=O)[nH]c(=O)n2C
    -11	-30%	18	-9%
14. COc1cccc(C2/C(=C(\O)c3ccc4c(c3)OCO4)C(=O)C(=O)N2CCN(C)C)c1OC (stereo not drawn)
    -16	-9%	-27	-10%
15. CC(=O)Nc1nc2ccccc2n1Cc1ccccc1
    29	6%	12	1%
16. O=C(O)C(=O)/C=C(\O)c1ccc(Br)cc1
    nt	28%[11.4 µM]	nt	-7%[11.4 µM]
17. Cc1ccc(NC(=O)CC2SC3=NCCCN3C2=O)c(C)c1 (stereo not drawn)
    4	?	0	-10%
18. CC1(C)Cc2nc3sc(C(=O)NCCO)c(N)c3cc2CO1
    -16	nt	-10	0%
19. Cc1nc(-c2ccccn2)sc1C(=O)Nc1ccc(F)cc1
    76	8%	0	-1%
20. COCC(=O)Nc1ccc([N+](=O)[O-])cc1C
    40	nt	nt	1%
21. C=C(C)c1cccc(C(C)(C)NC(=O)Nc2ccc(C)cn2)c1
    39	nt	5	-4%
22. Cc1ccc(NCN2C(=O)C3CC=CCC3C2=O)cc1 (stereo not drawn)
    -28	nt	2	3%
23. Cc1cc2ncn(/N=C/c3cccnc3)c2cc1C
    22	3%	4	-1%
24. CCOC(=O)c1cc(-c2ccco2)nc2c1c(C)nn2CCC#N
    ?	-21%	10	-6%
25. O=C(COC(=O)C1CCN(S(=O)(=O)c2cccc3cccnc23)CC1)c1ccccc1
    ?	nt	nt	-1%
26. CCOc1ccc(N2CC(C(=O)Nc3ccc(S(=O)(=O)N4CCOCC4)cc3)CC2=O)cc1 (stereo not drawn)
    14	-8%	-2	-5%
27. CC(C)OC(=O)CCCNc1ccc([N+](=O)[O-])cc1[N+](=O)[O-]
    -7	nt	-4	-10%
28. Cc1ccc(C2/C(=C(\O)c3cnn(-c4ccccc4)c3C)C(=O)C(=O)N2CCN(C)C)o1 (stereo not drawn)
    -30	11%	9	-8%
29. COc1cc(/C=C/C(=O)OCC(=O)Nc2ccc3c(c2)OCCO3)ccc1OCC#N
    16	nt	nt	-1%
30. COc1cc([C@@H]2c3cc4c(cc3[C@@H](O[C@@H]3O[C@H]5CO[C@@H](C)O[C@@H]5[C@@H](O)[C@H]3O)[C@@H]3COC(=O)[C@@H]23)OCO4)cc(OC)c1O
    nt	6%	-3	-7%

In the list so far, these contain a cyano group:
Values in the order: PNC assembly inh	ALOX15B inhib	IMPase inh	12-hLO inh
24. CCOC(=O)c1cc(-c2ccco2)nc2c1c(C)nn2CCC#N
    ?	-21%	10	-6%
29. COc1cc(/C=C/C(=O)OCC(=O)Nc2ccc3c(c2)OCCO3)ccc1OCC#N
    16	nt	nt	-1%

Next section
Values in the order: PNC assembly inh	ALOX15B inhib	IMPase inh	12-hLO inh
31. COc1ccc(CCN(C)CCC(=O)Nc2c(C)cc(C)cc2C)cc1OC
    57	nt	-2	1%
32. COc1ccc(CN(C2CCCCC2C)S(=O)(=O)c2ccc(S(=O)(=O)N(C)C)cc2)cc1OC (stereo not drawn)
    ?	nt	-1	0%
33. Cc1ccc2[nH]c3c(=O)n(CCC4=CCCCC4)cnc3c2c1
    12	-6%	4	0%
34. C=CCNC(=O)c1ccc(Cn2c(=S)[nH]c3cc4c(cc3c2=O)OCO4)cc1
    -22	nt	2	-4%
35. COc1ccc(C(=O)Nc2c3c(nn2-c2cccc(Cl)c2)CS(=O)C3)cc1 (stereo not drawn)
    11	7%	-11	0%
36. O=P(O)(CCP(=O)(O)c1ccccc1)c1ccccc1
    nt	2%[11.4 µM]	nt	5%[11.4 µM]
37. CC(C)OC(=O)c1cc2c(OC[C@@H](O)CNC(C)(C)C)cccc2[nH]1
    nt	39%[activator]	1	-1%
38. CCCCCCN(C(=O)CCCCCN1C(=O)NC(c2ccc(-c3ccccc3)cc2)C(C(=O)OCc2ccccc2)=C1C)C(C(=O)NCCCC)c1ccccc1 (stereo not drawn)
    nt	11%	nt	-4%
39. Cc1c(C(=O)N2CCOCC2)sc2nc(-c3ccccc3)cn12
    36	1%	2	-8%
40. CCOC(=O)c1c(C)noc1CP(=O)(c1ccccc1)c1ccccc1
    -10	nt	10	2%
41. Cc1cc(C(=O)NCCc2ccc(S(=O)(=O)NC(=O)NN3CCCCCC3)cc2)no1
    nt	-10%[0.0915 µM]	nt	-3%[0.00818 µM]
42. COC(=O)c1cccc(CSc2nnc(C)s2)c1
    3	1%	1	-5%
43. C=CCn1c(C)cc(C(=O)CSc2nnc(NCc3ccccc3)s2)c1C
    3	0%	3	1%
44. COc1cccc(C(C)NC(=O)Nc2cccc(C(F)(F)F)c2)c1 (stereo not drawn)
    19	-27%	-1	-17%
45. CCOC(=O)C1CCN(C(=O)COC(=O)c2ccc(Br)o2)CC1
    ?	7%	7	-3%
46. CC(C)NS(=O)(=O)c1ccc(CCC(=O)Nc2cc(Cl)ccc2Oc2ccccc2)cc1
    36	-2%	1	-2%
47. CC(C)c1cc(CN2CCN(CCC#N)CC2)cc(C(C)C)c1O
    -3	-1%	0	0%
48. CS(=O)(=O)Nc1ccc(C(=O)N2CCCC2)cc1
    3	10%	4	8%
49. Cc1ccnn1CCSCC(=O)O
    10	1%	1	1%
50. COc1ccc(Nc2nc(N)nc(CSc3nnc(N)s3)n2)cc1
    -96*	4%	0	0%

Along the list, quoted from above.
Nos. 42–50 in IMPase inh, in turn: 1, 3, -1, 7, 1, 0, 4, 1, 0

Next section
Values in the order: PNC assembly inh	ALOX15B inhib	IMPase inh	12-hLO inh
51. Cn1nc(OC(=O)Nc2ccccc2)cc1C(F)(F)F
    -13	2%	-11	6%
52. c1ccc(N(c2ccccc2)c2nc(N3CCOCC3)nc(N3CCOCC3)n2)cc1
    -3	1%	12	11%
53. Nc1ncc(Br)cc1S(=O)(=O)NCCC(=O)N1CCN(c2ccccn2)CC1
    -113*	nt	nt	-1%
54. CN(C(=S)NC(=O)/C=C/c1ccc(F)cc1)C1CCCCC1
    5	nt	nt	5%
55. CC(C)C[C@H](NC(=O)[C@@H]1O[C@H]1C(=O)O)C(=O)NCCCCN=C(N)N
    56	1%	2	0%&-1%
56. Cc1nc2sc(C(c3cccc(F)c3)N3CCCC(C)C3)c(O)n2n1 (stereo not drawn)
    5	1%	-12	2%
57. COc1cc(Cl)c(C)cc1NC(=O)CSc1ccccc1
    -125*	nt	nt	-2%
58. CCOC(=O)c1c(C)[nH]c(C(=O)COC(=O)CSC)c1C
    -85*	4%	2	3%
59. CCOC(=O)N1CCN(C(=O)C(NC(=O)c2ccc(CC)cc2)C(C)C)CC1 (stereo not drawn)
    ?	0%	1	0%
60. Cn1cc([N+](=O)[O-])c(C(=O)N(Cc2ccccc2)Cc2ccccc2)n1
    17	nt	nt	0%
61. O=C(O)COc1ccc(/C=C/c2ccc3cccc([N+](=O)[O-])c3n2)cc1
    22	nt	nt	-3%
62. COc1ccc(/C(O)=C2\C(=O)C(=O)N(CCN(C)C)C2c2cccc(OC)c2OC)cc1 (stereo not drawn)
    ?	nt	nt	1%
63. COc1ccc(OC)c(NC(=O)C23CCC(C)(C(=O)C2)C3(C)C)c1 (stereo not drawn)
    -86*	3%[11.4 µM]	?	-3%
64. CCCn1nnnc1SCC(=O)NNC(=O)C1CCCCC1
    -6	-3%	-9	4%
65. CCn1c(SCC(=O)Nc2cccc(F)c2)nc2c(c1=O)SC(C)C2 (stereo not drawn)
    -19	nt	-6	-2%
66. O=C(CC(O)(c1ccccc1)C(F)(F)C(F)F)c1cccs1 (stereo not drawn)
    -7	-3%	5	-1%
67. CCS(=O)(=O)N1CCC(C(=O)NCc2cccc(OC)c2)CC1
    -10	10%	3	-4%
68. CCNc1nc(OC)nc(Oc2ccc(=O)n(-c3ccccc3)n2)n1
    -94*	4%	12	0%
69. Cc1ccc(C)c(NC(=S)NNC(=O)c2csc(C(C)C)c2)c1
    -119*	nt	3	-22%
70. COc1ccccc1/C=N/NC(=O)c1ccc(Cn2nc([N+](=O)[O-])cc2C)cc1
    17	nt	nt	1%
71. Cc1ccc(-c2nn(Cc3ccccc3)cc2/C=C/C(=O)O)cc1C
    -11	0%	3	-13%
72. Cc1nn(C)c(C)c1/C=N/NC(=O)c1csc2ccccc12
    ?	3%	3	-1%
73. Cc1ccc2[nH]c3c(=O)n(CCN4CCNCC4)cnc3c2c1
    54	25%	4	3%
74. CC1(C)CC(=O)C2=C(C1)N(Cc1ccco1)C(=O)C2(NC(=O)C1CCCCC1)C(F)(F)F (stereo not drawn)
    25	-15%	3	-8%
75. O=C(COC(=O)c1ccccc1NC(=O)c1ccco1)NCC1CCCCC1
    0	-3%	2	-3%
76. Cc1cc(NC(=O)Cn2cnc3c2c(=O)n(C)c(=O)n3C)n(-c2ccccc2)n1
    ?	0%	-3	0%
77. N#Cc1ccc(C23CC4(C2)[C@H](CN(Cc2ccc(C(F)(F)F)cc2)[C@@H]4c2ccccc2)C3c2ccccc2)cc1 (stereo partly drawn)
    nt	-3%	nt	1%
78. CCC(=O)Nc1ccc(S(=O)(=O)NCC2CCCO2)cc1 (stereo not drawn)
    ?	-2%	-5	-3%
79. O=C(CCCO)CCCCCCCCC[C@H]1N[C@H](CO)[C@@H](O)[C@@H]1O
    -23	nt	nt	-4%
80. O=C(NCCCN1CCN(c2ccccc2F)CC1)C1CCC(=O)N1C1CCCCC1 (stereo not drawn)
    44	12%	9	2%
81. O=C1C2C3C=CC(C2C(=O)N1C1CCCCC1)C1C(=O)N(C2CCCCC2)C(=O)C31 (stereo not drawn)
    -2	2%	-3	11%
82. COc1ccc([C@@H](Nc2ccccn2)c2cc(C(C)(C)C)cc(C(C)(C)C)c2O)cc1
    nt	10%[11.4 µM]	nt	-1%[11.4 µM]
83. COc1cc(NC(=O)COC(=O)c2nc3nc(C)cc(C)n3n2)cc(OC)c1
    63	9%	-4	1%
84. COc1ccc(NC(=S)N2C3CCC2CC(NC(=O)NC24CC5CC(CC(C5)C2)C4)C3)c(OC)c1 (stereo not drawn)
    5	-23%	-5	-18%
85. CCOc1ccccc1NS(=O)(=O)c1ccc(OC)c(OC)c1
    ?	nt	0	-4%
86. COc1ccccc1N1CCN(C2=CC(=O)CCC2)CC1
    ?	8%	1	0%
87. CCOC(=O)NCCc1c(C)nc2c(c(C)nn2C(C)(C)C)c1C
    -2	13%	1	3%
